V-ATPase pH: alters yeast V-ATPase proton transport | S. cerevisiae, pHLuorin cytosolic pH fluorescence | response, % at 10 µM | 350,000 compounds, 0.37% hits; in the data active = response mostly above about 7.3%, no sharp cut-off; inactive = mostly below about 5.4%; also: actives read high; inactives centre near 0; some compounds called inactive have numbers as strong as hits; reference of the scale not given here
cardiac RTF act: cardiac RTF calcium sensitization | 340,000 compounds, 0.24% hits | activation, % at 7.2 µM | AID 493008 | IANBD-labeled TnC RTF fluorescence at EC20 calcium; 0% EC20 calcium, 100% full calcium;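 active = activation above the mean over all tested compounds plus 3 SD, cut at about 30% in these data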;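 also: rise in fluorescence read as greater calcium sensitivity of cardiac thin filaments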
CAL PDZ FP-1: CAL PDZ (human) peptide binding inhibition; purified CAL PDZ, TMR-peptide fluorescence polarization, 1 h; 300,000 compounds, 0.92% hits; AID 602252; inhibition, % at 24.9 µM; Q9HD26;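 active = mean inhibition of at least 30% with at least half of replicates also reaching 30%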;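 also: 0% = DMSO neutral control and 100% = excess unlabeled competitor peptide PRC23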
CAL PDZ FP-2: human CAL PDZ-peptide interaction inhibition. inhibition, % at 20 µM. AID 504414. Q9HD26. 330,000 compounds, 0.02% hits. purified CAL PDZ, TMR-peptide fluorescence polarization, 1 h;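 active = highest replicate inhibition of at least 40%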;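 also: plate controls were DMSO neutral control wells for no effect and unlabeled competitor peptide control wells for full effect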
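material = purified tagged CAL PDZ domain construct (CerCALP) | compound dosing = 20 µM, one dose | times = 1 h at RT | measured by = fluorescence polarization from S- and P-plane intensities, G-factor corrected | read-out = inhibition from polarization loss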
Wnt bcat act: Wnt/beta-catenin pathway activation | 300,000 compounds, 1.2% hits | Wnt/beta-catenin reporter cell assay, activator, plate reader | activation, % at 9.35 µM; in the data active = activation above about 30%, passing the limit was not always enough;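 also: 0% = neutral control wells and 100% = positive control wells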
dFosB activator: mouse delta FosB homodimer activation. purified delta FosB, TAMRA-CDK5 oligo fluorescence polarization; percent of positive-control signal above neutral wells. activation, % at 25 µM. 340,000 compounds, 0.99% hits;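 active = mean activation above about 17%, with every replicate also reaching it, limit read from the data, passing the limit was not always enough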;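 also: fluorescence polarization rise as delta FosB binds a TAMRA Cdk5 AP-1 oligo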
Rtt109 Vps75: inhibitors of Candida albicans Rtt109/Vps75 histone acetyltransferase | Q5AAJ8 | purified Rtt109/Vps75, ThioGlo CoA-SH fluorescence, 4 h | inhibition, % at 34.9 µM | 330,000 compounds, 0.16% hits | AID 540336;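 active = inhibition of at least 50% in every replicate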
Target sequence (Q5AAJ8 whole entry, looked up): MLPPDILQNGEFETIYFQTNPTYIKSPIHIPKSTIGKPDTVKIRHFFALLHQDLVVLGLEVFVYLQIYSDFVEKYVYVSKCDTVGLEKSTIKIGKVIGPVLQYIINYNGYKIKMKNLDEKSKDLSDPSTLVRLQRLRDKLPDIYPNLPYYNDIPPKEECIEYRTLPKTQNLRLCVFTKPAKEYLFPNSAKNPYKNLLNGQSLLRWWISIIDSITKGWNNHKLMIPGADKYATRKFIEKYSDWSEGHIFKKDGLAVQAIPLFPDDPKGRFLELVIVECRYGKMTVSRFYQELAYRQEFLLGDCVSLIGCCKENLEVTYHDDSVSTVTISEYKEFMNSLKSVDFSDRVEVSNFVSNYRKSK
Tat transport: inhibitors of E. coli Tat protein transport. E. coli MC4100 TorA-mCherry Tat export, fluorescence. inhibition, % at 10 µM. 340,000 compounds, 0.036% hits;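 active = mean replicate inhibition at least 50% and at least half of replicates individually reaching 50%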;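 also: exported cargo escapes ClpAP degradation while cytoplasmic cargo is degraded and loses fluorescence; 0% = median of neutral control wells and 100% = median of NaSCN control wells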
CDK5 p35 inh: inhibitors of human CDK5/p35 kinase. Q00535+Q15078. Recombinant CDK5/p35, ADP-Glo luminescence, 60 min. inhibition, % at 10 µM. 330,000 compounds, 0.01% hits. AID 488839;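 active = highest replicate inhibition of at least 50% and at least 75% of replicates reaching 50%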;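 also: plate controls were DMSO neutral control for no effect and GW8510 at 10 µM for full effect; many of its hits are not listed in these tables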
Target sequence (Q00535 whole entry, looked up): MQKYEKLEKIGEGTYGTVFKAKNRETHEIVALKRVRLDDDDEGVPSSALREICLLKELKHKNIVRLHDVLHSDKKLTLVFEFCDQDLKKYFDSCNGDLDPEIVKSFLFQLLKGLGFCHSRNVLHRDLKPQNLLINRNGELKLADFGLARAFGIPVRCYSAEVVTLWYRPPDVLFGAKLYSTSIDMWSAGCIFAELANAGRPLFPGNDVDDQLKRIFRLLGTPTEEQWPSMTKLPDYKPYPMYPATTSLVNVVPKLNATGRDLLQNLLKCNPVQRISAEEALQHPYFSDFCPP
Target sequence (Q15078 whole entry, looked up): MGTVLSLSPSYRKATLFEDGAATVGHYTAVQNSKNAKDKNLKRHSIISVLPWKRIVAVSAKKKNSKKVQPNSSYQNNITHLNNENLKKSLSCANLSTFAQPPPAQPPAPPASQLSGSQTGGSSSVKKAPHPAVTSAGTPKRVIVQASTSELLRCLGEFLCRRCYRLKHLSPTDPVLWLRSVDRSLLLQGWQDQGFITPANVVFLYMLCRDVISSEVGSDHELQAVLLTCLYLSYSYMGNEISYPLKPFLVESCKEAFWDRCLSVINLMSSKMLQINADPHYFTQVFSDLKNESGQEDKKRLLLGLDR
MITF act: increases MITF-driven TRPM1 promoter luciferase signal; SK-MEL-5 TRPM1-promoter luciferase, 24 h; % of positive control, neutral wells = 0; activation, % at 12.5 µM; 300,000 compounds, 0.75% hits;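 active = mean activation of at least 80% with every replicate also reaching 80%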;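 also: 0% = neutral control wells and 100% = parthenolide positive control wells; values of inactives mirror those of a sister screen read the other way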
Numbers without * were called inactive; / = no result given. Hits appear at their usual frequency; overall some 4.1% were active at least once.

#1 O=C(c1ccco1)N1CCN=C1SCc1cccnc1
#2 COC(=O)c1cc2cc(Cl)ccc2nc1SC
#3 CN(C)C=Nc1ncc2c3ccccc3n(CCN(C)C)c2c1C#N
#4 N/C(=N\c1nc2ccccc2o1)NC(=O)c1ccccc1NC(=O)c1ccccc1
#5 CCOc1ccc(-c2cc(CCCC(=O)NCc3ccco3)no2)cc1
#6 Cc1ccc(Cl)cc1-c1ccc(/C=N/n2cnnc2)o1

| screen / no. | 1 | 2 | 3 | 4 | 5 | 6 |
| --- | --- | --- | --- | --- | --- | --- |
| V-ATPase pH | 0 | 3 | -1 | -5 | -1 | 5 |
| cardiac RTF act | -4 | 5 | 0 | -2 | 3 | 7 |
| CAL PDZ FP-1 | -3 | -4 | -1 | -5 | 8 | -2 |
| CAL PDZ FP-2 | -1.5 | -1.1 | -0.9 | -0.2 | 0.8 | -3.2 |
| Wnt bcat act | / | 10 | / | 8 | 18 | / |
| dFosB activator | 3 | 2 | 33* | 4 | -6 | -16 |
| Rtt109 Vps75 | -28 | 4 | 13 | -5 | -5 | -9 |
| Tat transport | 0 | 2 | -13 | 9 | 3 | -3 |
| CDK5 p35 inh | -2.4 | 1.3 | 2.1 | -0.4 | -1.6 | 0.2 |
| MITF act | 9 | / | 2 | 10 | -11 | 12 |

#7 COc1ccc(C(=O)N2CCN(c3ccc(NC(=O)c4cccnc4)cc3)CC2)cc1
#8 CC(=O)Nc1ccc(Oc2cc(NC(C)=O)cc([N+](=O)[O-])c2)cc1
#9 COc1ccccc1CNC(=O)C[n+]1ccccc1
#10 Cc1cnc(C(=O)OCc2c(C)cc(C(C)(C)C)cc2C)cn1
#11 O=C1NC(c2ccc(Cl)cc2)=COc2ccccc21
#12 COc1ccc(CSC2=CS(=O)(=O)c3ccccc3N2)cc1

| screen / no. | 7 | 8 | 9 | 10 | 11 | 12 |
| --- | --- | --- | --- | --- | --- | --- |
| V-ATPase pH | 8 | -2 | -4 | 0 | 0 | 0 |
| cardiac RTF act | 1 | 1 | 2 | -3 | 1 | 2 |
| CAL PDZ FP-1 | 0 | -4 | 2 | -5 | -6 | -3 |
| CAL PDZ FP-2 | -1.4 | 0.0 | / | -2.5 | 12 | -2.7 |
| Wnt bcat act | 5 | -1 | -1 | -1 | 2 | 4 |
| dFosB activator | -9 | -1 | 4 | -3 | 2 | -5 |
| Rtt109 Vps75 | -2 | 8 | -3 | -6 | -1 | 14 |
| Tat transport | 3 | 5 | -11 | 8 | -8 | 2 |
| CDK5 p35 inh | 2.1 | 0.8 | -0.2 | 3.3 | 2.6 | 1.8 |
| MITF act | -1 | 5 | -2 | -1 | -1 | -10 |

#13 COc1ccc(-c2nc3cc(C)ccn3c2NCc2ccc3c(c2)OCO3)cc1
#14 CC(C)Cn1cc(C(=O)NCCCOC(C)C)c2c3ccccc3n(C)c2c1=O
#15 CCCCn1c(N)c(Sc2ccc(Cl)cc2)c(=O)[nH]c1=O
#16 Cc1cc(C)cc(NC(=O)CCCCCN2C(=O)[C@@H]3Cc4ccccc4CN3C2=O)c1
#17 CCOc1ccc(N(CC(=O)Nc2ccc(C)c(C)c2)S(C)(=O)=O)cc1
#18 Cn1ncc(Cl)c1C(=O)N1CCC(Cc2ccccc2)CC1

| screen / no. | 13 | 14 | 15 | 16 | 17 | 18 |
| --- | --- | --- | --- | --- | --- | --- |
| V-ATPase pH | 6 | 0 | 4 | 1 | -4 | -1 |
| cardiac RTF act | -5 | 1 | -3 | -1 | 2 | -6 |
| CAL PDZ FP-1 | 4 | -3 | / | -1 | -7 | / |
| CAL PDZ FP-2 | -0.3 | 0.2 | 0.8 | -3.2 | / | 0.6 |
| Wnt bcat act | 14 | -3 | -3 | -1 | 13 | 0 |
| dFosB activator | -11 | 6 | 0 | -7 | -7 | 3 |
| Rtt109 Vps75 | -2 | 2 | -18 | 14 | 3 | -6 |
| Tat transport | 0 | -2 | -19 | 5 | 6 | 6 |
| CDK5 p35 inh | 0.5 | -1.7 | -1.3 | 0.3 | -0.5 | -1.6 |
| MITF act | 33 | / | -3 | -2 | 39 | 2 |

Next section
The line under a structure holds: V-ATPase pH	cardiac RTF act	CAL PDZ FP-1	CAL PDZ FP-2	Wnt bcat act	dFosB activator	Rtt109 Vps75	Tat transport	CDK5 p35 inh	MITF act
(19) Cc1cc2nnc(SCC(=O)Nc3cc(S(=O)(=O)N4CCOCC4)ccc3Cl)n2c2ccccc12
  -3	7	-4	-1.5	/	8	0	-13	0.8	3
(20) CCOC(=O)c1sc2nc(CC(=O)OC)nc(N3CCN(c4ccc(OC)cc4)CC3)c2c1C
  -4	2	-6	-3.2	-7	-9	-9	6	0.4	10
(21) C[C@@H](C[C@@H](O)[C@H](O)C(C)(C)O)[C@@H]1CC[C@]2(C)C3=CC[C@H]4C(C)(C)C(=O)CC[C@]4(C)[C@H]3CC[C@@]12C
  2	-2	-5	-1.5	-18	-11	2	8	-0.4	-9
(22) CSc1sc(C(=O)N(C)C)cc1S(=O)(=O)C(C)C
  -3	/	/	-0.4	1	-3	-5	-2	1.8	/
(23) O=C(CN1CCN(S(=O)(=O)c2cc(Cl)ccc2Cl)CC1)c1ccc(O)c(O)c1
  2	-3	-3	-1.9	-4	-5	14	-2	0.1	-8
(24) COc1ccc(NCc2nc3ccccc3n2CCOc2ccc(C)cc2)cc1
  -80	0	-4	0.1	-1	1	18	13	2.8	11
(25) Cc1ccc(S(=O)(=O)NCC2CCC(C(=O)O)CC2)cc1 (stereo not given)
  0	2	/	0.8	-2	-3	13	-4	-3.4	-4
(26) COc1ccccc1/C=C/C(=O)Oc1cccc2cccnc12
  -1	1	-3	-2.1	62*	-12	11	-4	-0.2	14
(27) Cc1cc2c(cc1S(=O)(=O)N(C)C1CCCCC1)OCC(=O)N2
  0	4	/	-1.1	-1	-9	-5	-5	-6.5	/
(28) CN(C)c1ccc(/C=N/NC(=O)c2ccc3nc[nH]c3c2)cc1
  -3	0	-1	0.4	6	-14	13	0	-1.0	/

Further compounds:
The line under a structure holds: V-ATPase pH	cardiac RTF act	CAL PDZ FP-1	CAL PDZ FP-2	Wnt bcat act	dFosB activator	Rtt109 Vps75	Tat transport	CDK5 p35 inh	MITF act
(29) CCOc1ccc2ccccc2c1/C=N\NC(=O)OC
  1	-4	-4	-0.6	0	0	-14	-1	2.1	-7
(30) COC(=O)c1ccc(NC(=O)CSc2nncn2-c2cccnc2)cc1
  3	-4	/	-1.2	-1	-10	-4	16	-1.0	-7
(31) NS(=O)(=O)OCc1ccc(C(F)(F)F)cc1
  -6	6	-3	-0.3	1	0	5	-5	-1.8	-7
(32) CCOC(=O)c1ccc(NC(=O)C2CCCN(S(=O)(=O)c3ccc(F)cc3)C2)cc1 (stereo not given)
  -2	-7	1	-1.4	/	-7	16	6	-1.4	-21
(33) O=C(CN(C(=O)CCC(=O)Nc1nccs1)c1ccc(F)cc1)NCc1ccccc1
  1	3	5	-1.1	-2	3	9	2	-0.5	-9
(34) Cc1nc2c(-c3ccc(F)cc3)c(C)nn2c(C)c1CCC(=O)N1CCN(c2ccccc2)CC1
  12*	4	/	-3.4	-1	-5	-5	8	-2.2	/
(35) Cc1nnc(NC(=O)CSc2n[nH]c(-c3ccccc3C)n2)s1
  -2	-6	-1	-2.1	-8	-4	0	-8	-0.1	14
(36) O=C(O)c1ccc2c(c1)-c1cc(C(=O)O)ccc1S2(=O)=O
  0	-1	/	1.3	-1	-2	0	-3	1.5	0
(37) Cc1nc(-c2cccc(-c3noc(C)n3)c2)no1
  -1	3	2	-0.8	/	-8	0	-3	-0.7	22
(38) Cc1cc(/C=C(\C#N)C(=O)Nc2ccccc2)c(C)n1-c1cccnc1
  5	-6	-2	-2.4	-5	-1	-2	-4	0.4	56

The results go on.
The line under a structure holds: V-ATPase pH	cardiac RTF act	CAL PDZ FP-1	CAL PDZ FP-2	Wnt bcat act	dFosB activator	Rtt109 Vps75	Tat transport	CDK5 p35 inh	MITF act
(39) C/C(=C\C(=O)c1ccc(Cl)cc1)Nc1ccc(N2CCOCC2)cc1
  -1	-1	1	-0.9	1	-4	0	-3	0.7	/
(40) COc1ccc(C(=O)NC(=S)N2CCCCC2)cc1[N+](=O)[O-]
  0	4	-3	-2.9	1	0	2	7	-0.6	4
(41) CCOC(=O)N1CCN(c2cccc(C)c2C)CC1
  -1	1	/	-1.1	-1	0	-8	0	0.4	13
(42) O=c1cc(-c2ccccc2)oc2ccc(Cl)cc12
  -7	-2	-1	-0.6	47*	-22	-1	2	1.5	/
(43) CCOC(=O)C1(CCOc2ccccc2)CCN(Cc2cccc(F)c2)CC1
  0	-2	-4	1.8	-8	0	10	9	-0.5	-11
(44) CCCc1cc(=O)[nH]c(SCC(=O)Nc2nonc2N)n1
  2	-5	-3	-1.4	-4	3	-5	3	-3.4	-8
(45) CCN(CC)CCCNC(=O)C1CCC(CNS(=O)(=O)c2c(C)cc(C)cc2C)CC1 (stereo not given)
  1	1	-1	-0.2	-14	-4	-1	-10	0.3	4
(46) CSc1nsc(SCC(=O)Nc2ccc(C(=O)O)cc2)n1
  2	-1	-10	-2.3	0	-2	-7	6	-0.2	-6
(47) CNC(=S)N/N=C/c1cc(C)n(-c2ccc(Cl)c(Cl)c2)c1C
  -1	0	1	0.5	-2	-7	-5	0	-1.0	27
(48) O=C(CSc1nnnn1-c1ccc(Cl)cc1)NC(=O)Nc1ccc2c(c1)OCCO2
  -1	0	-2	0.2	38*	21*	-7	-1	-2.1	76

One compound at a time (already shown). Order of values: V-ATPase pH	cardiac RTF act	CAL PDZ FP-1	CAL PDZ FP-2	Wnt bcat act	dFosB activator	Rtt109 Vps75	Tat transport	CDK5 p35 inh	MITF act
CCCc1cc(=O)[nH]c(SCC(=O)Nc2nonc2N)n1 as listed: 2	-5	-3	-1.4	-4	3	-5	3	-3.4	-8
COc1ccc(C(=O)NC(=S)N2CCCCC2)cc1[N+](=O)[O-] as listed: 0	4	-3	-2.9	1	0	2	7	-0.6	4
O=c1cc(-c2ccccc2)oc2ccc(Cl)cc12 as listed: -7	-2	-1	-0.6	47*	-22	-1	2	1.5	/

(further entries)
The line under a structure holds: V-ATPase pH	cardiac RTF act	CAL PDZ FP-1	CAL PDZ FP-2	Wnt bcat act	dFosB activator	Rtt109 Vps75	Tat transport	CDK5 p35 inh	MITF act
(49) O=C(CCc1ccccc1)NNC(=O)c1ccc(NC(=O)c2ccccc2)cc1
  -4	-1	-3	0.7	/	9	-7	1	-0.5	6
(50) CCOc1ccc(S(=O)(=O)NCCC(=O)N2CCC(Cc3ccccc3)CC2)cc1
  4	-2	-2	-5.7	0	-14	23	8	-0.3	0
(51) CCCc1nnc(NS(=O)(=O)c2ccc(OC)cc2)s1
  -1	3	1	-1.6	-6	-6	2	-1	-0.5	-6
(52) CCOC(=O)C(NC(=O)Nc1cccc(C)n1)(OCC(F)(F)F)C(F)(F)F (stereo not given)
  -5	-1	5	0.4	-7	-4	6	-9	-1.1	/
(53) CCCC(C(=O)NC1CCCC1)N(C(=O)Cn1nnc(-c2ccc(C)o2)n1)c1ccccc1OC (stereo not given)
  0	0	/	-1.7	-2	-8	1	-4	-0.8	-5
